# WT yeast gro inh: growth inhibition of WT yeast, mitochondrial fusion screen | inhibition, % at 10 µM | hit rate 2.1% among 190,000 | AID 1362 | mitochondrial fusion phenotypic screen, WT strain; in the data active = inhibition above about 58%; tested in S. cerevisiae
# RSV CPE inhibition: RSV antiviral activity via CPE protection, HEp-2 cells, primary 10 µM value included (AID 2391). HEp-2 cells, RSV-induced CPE inhibition; higher % means a stronger effect. CPE inhibition, % at 10 µM; hits with a dose series show IC50 in µM. hit rate 0.13% among 310,000; in the data active = a potency from the dose series; also: strong numbers were not always called active
# Yfh1-depleted yeast: mitochondrial function rescue without frataxin homolog – Friedreich's ataxia, plus single-dose screen, dose response (AID 1465); S. cerevisiae Yfh1-off respiration, WST-1 reduction, 72 h; higher fold induction means a stronger effect; fold induction at 50 µM; hits with a dose series show EC50 in µM; hit rate 0.074% among 220,000;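 active = fold induction of absorbance versus untreated yeast above a set limit, then at least 30% activation at any dose in follow-up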;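 also: activators that raise dye reduction in frataxin-depleted yeast; strong numbers were not always called active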
# Large T inhibition: TAg ATPase/helicase activity blockers – biochemical (AID 1903); SV40 large T antigen ATPase/helicase inhibition assay; higher % means a stronger effect; one-dose inhibition, % at 20 µM; IC50 in µM for titrated hits; hit rate 0.39% among 310,000; in the data active = a potency from the dose series; also: strong numbers were not always called active
# XIAP displacement: XIAP antagonists, biochemical, IAP family, fluorescence polarization (AID 1018); XIAP BIR domain, fluorescence polarization peptide displacement; higher % means a stronger effect; displacement, % at 20 µM, or IC50 in µM where a hit was titrated; hit rate 0.007% among 200,000; in the data active = displacement above about 50%; also: a part of the inactive calls stands beside numbers as strong as those of hits
# West Nile antiviral: inhibition of WNV-induced cytopathic effect – cell-based, CPE readout (AID 1621) | CPE inhibition, % at 10 µM, or IC50 in µM where a hit was titrated | West Nile virus-infected cells, CPE inhibition; higher % means a stronger effect | hit rate 0.02% among 290,000; in the data active = a potency from the dose series; also: strong numbers were not always called active
# UTI89 phage lysis: inhibition of K1F phage lysis, E. coli UTI89, bacterial capsule biogenesis inhibitors, alamar blue (AID 488966). E. coli UTI89 K1F phage lysis, alamar blue, 2 h; higher % means a stronger effect. inhibition, % at 100 µM; hits with a dose series show IC50 in µM. hit rate 0.02% among 340,000;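 active = phage lysis inhibition, versus mean bacterial control, above a set limit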;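 also: capsule biogenesis inhibitors block K1F phage lysis so surviving cells raise fluorescence; higher fluorescence means more inhibition of phage lysis; actives were called in the ten point dose series up to 300 µM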
# CSM14.1 death rescue: rescue of cells from ER stress-induced death, primary screen, 384-well, CSM14.1, thapsigargin, ATP luminescence (AID 1222). 190,000 tested, under 10 active. CSM14.1 thapsigargin-induced death rescue, ATP luminescence; higher % means a stronger effect. cellular ATP content (survival), % at 20 µM, or EC50 in µM where a hit was titrated;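 active = EC50 below 50 µM in the dose-response confirmation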;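 also: death triggered by thapsigargin at about 15 µM added after 2 h compound pretreatment; cell ATP read after overnight thapsigargin exposure of roughly 18 to 22 hours; normalized against plate controls of thapsigargin alone and 5% DMSO vehicle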
# NS5 inhibitors: flavivirus cap methylation enzyme inhibition – biochemical, confirmation dose response, primary screen (AID 588689) | Dengue-2 NS5 methyltransferase capping enzyme assay, biochemical; higher % means a stronger effect | one-dose inhibition, % at 25 µM; IC50 in µM for titrated hits | hit rate 0.3% among 340,000; in the data active = a potency from the dose series
# WT yeast gro inh mutant strain: recorded beside WT yeast gro inh, whose call it bears; inhibition, %; mitochondrial fusion phenotypic screen, mutant strain inhibition
# NS5 inhibitors pilot replicate: further read-out of NS5 inhibitors, marked with its call; inhibition, %; measured here: pilot screen replicate inhibition
# An asterisk follows results filed as active; i = inactive; . = no result given; [ ] = dose if it differs, or a comment.
SMILES,WT yeast gro inh,WT yeast gro inh mutant strain,RSV CPE inhibition,Yfh1-depleted yeast,Large T inhibition,XIAP displacement,West Nile antiviral,UTI89 phage lysis,CSM14.1 death rescue,NS5 inhibitors,others
O=C(Nc1ccc(F)cc1)c1cccc(N2C(=O)C3C4CCC(C4)C3C2=O)c1 (stereo not drawn),5,-13,11%,i,-1%,-3.3%,-1.3%,3.7%,-0.9%,-7%,
CC1CN(c2nc3c(c(=O)n(C)c(=O)n3C)n2Cc2c(Cl)cccc2Cl)CC(C)O1 (stereo not drawn),.,.,-1.6%,.,0%,.,.,0.1%,.,-1%,
CCN(CC)C(=O)CC(c1ccccc1)c1ccco1 (stereo not drawn),4,-5,1.8%,i,12%,-23%,0.1%,2.6%,2.1%,-13%,
CC(=O)c1cccc(NC(=O)N2CCCC2C(=O)NCc2ccccc2)c1 (stereo not drawn),-5,-7,0.1%,i,47%,-2.1%,-0.1%,-2.6%,2.9%,3%,
CCSc1nnc(CNC(=O)C23CC4CC(CC(C4)C2)C3)n1C1CCCCC1,5,-4,0.5%,.,12%,-3.2%,.,3.7%,-0.3%,-7%,
CN(CC(=O)Nc1ccccc1Cl)C(=O)COC(=O)c1ccc([N+](=O)[O-])cc1Cl,.,.,-1.1%,.,3%,.,.,-0.3%[50 µM],.,-2%,
COCCn1c(SCC(=O)Nc2sccc2C(N)=O)nc2cc(Cl)ccc2c1=O,5,-1,10%,i,11%,-20%,1.0%,0.1%,-0.9%,-5%,
N#CCC(=O)N/N=C/c1ccc(Cl)cc1,.,.,3.9%,i,27%,.,0.3%,0.0%,.,-2%,
COc1cc(Cl)c(S(=O)(=O)NCCCN2CCOCC2)cc1Cl,-16,-5,0.9%,i,14%,0.6%,0.0%,-0.2%,-0.2%,1%,
OCC[C@H]1C[C@H](O)[C@@H](O)[C@]2(Cc3ccccc3CO2)O1,.,.,0.9%,.,8%,.,.,0.2%,.,4%,
COc1ccc(NC(=O)C(CC(=O)O)C(C)c2ccccc2)cc1 (stereo not drawn),-9,2,1.1%,i,12%,-4.1%,0.4%,-0.5%,-0.4%,0%,
CCOc1ccc(NC(=O)COC(=O)c2cccnc2)cc1,14,20,0.7%,i,5%,-1.1%,1.1%,-0.1%,0.4%,-10%,
Cc1ccc(-c2nn(-c3ccccc3)cc2/C=C(\C#N)C(=O)NCc2ccccc2)cc1,7,22,4.3%,i,-4%,-20%,-0.3%,6.2%,-2.8%,-4%,
CCS(=O)(=O)c1ccc(NC(=O)c2ccccc2Cl)c(O)c1,-22,8,2.6%,i,-2%,-7.8%,0.3%,0.5%,-1.6%,-3%,
N#Cc1ccccc1CSc1nc(O)cc(=O)[nH]1,-7,14,1.7%,i,1%,-5.5%,0.5%,-0.1%,-1.3%,9%,
CSc1ncccc1C(=O)OCc1ccc(Br)cc1,20,46,2.1%,i,9%,-11%,-0.7%,0.1%,4.3%,-9%,
COC(=O)c1ccc(C)c(NC(=O)CCSc2ccccc2)c1,-24,-15,1.0%,i,10%,-3.2%,-0.3%,4.3%,-2.5%,-4%,
Cc1ccc(C(=O)NCCNC(=O)COc2ccc(Cl)cc2)cn1,.,.,1.5%,.,4%,.,-0.3%,0.3%,.,0%,
CCO[C@H]1OC(C(=O)NCc2nc3ccccc3[nH]2)=C[C@@H](c2ccc(C(F)(F)F)cc2)[C@@H]1CCCO,-4,11,-0.7%,i,2%,2.3%,0.7%,-0.3%,-2.4%,-4%,
CCCCc1ccc(NC(=O)NCc2cccnc2)cc1,.,.,12%,.,0%,.,-0.5%,0.1%,.,2%,
CSc1ccc(CN(C)CC(=O)NC(=O)NC(C)(C)C)cc1,14,17,2.0%,i,19%,2.0%,-1.0%,-0.1%,12%,1%,
O=C(c1ccc(S(=O)(=O)N2CCCC2)cc1)N1CCN(c2ccccc2F)CC1,.,.,-0.5%,.,12%,.,-1.2%,0.7%[50 µM],.,-5%,
CCC(=O)Nc1cccc(C2=NOC3(C2)C[C@H](C(N)=O)N(C(=O)CC#N)C3)c1 (stereo partly drawn),.,.,2.4%,i,10%,.,0.5%,1.4%,.,0%,
Cc1nn(Cc2ccc(C(=O)Nc3ccc(C(=O)OC(C)C)cc3)o2)c(C)c1Cl,4,-6,19%,i,6%,-4.8%,-0.1%,3.9%,0.2%,-1%,
Cc1cc(NC(=O)c2ccc(Br)c(S(=O)(=O)N3CCCC3)c2)no1,-12,-2,8.3%,i,5%,-10%,-1.3%,0.9%,-1.2%,-5%,

# Overlap with the part before: six compounds; new compounds follow.
SMILES,WT yeast gro inh,WT yeast gro inh mutant strain,RSV CPE inhibition,Yfh1-depleted yeast,Large T inhibition,XIAP displacement,West Nile antiviral,UTI89 phage lysis,CSM14.1 death rescue,NS5 inhibitors,others
CCCCc1ccc(NC(=O)NCc2cccnc2)cc1,.,.,12%,.,0%,.,-0.5%,0.1%,.,2%,
CSc1ccc(CN(C)CC(=O)NC(=O)NC(C)(C)C)cc1,14,17,2.0%,i,19%,2.0%,-1.0%,-0.1%,12%,1%,
O=C(c1ccc(S(=O)(=O)N2CCCC2)cc1)N1CCN(c2ccccc2F)CC1,.,.,-0.5%,.,12%,.,-1.2%,0.7%[50 µM],.,-5%,
CCC(=O)Nc1cccc(C2=NOC3(C2)C[C@H](C(N)=O)N(C(=O)CC#N)C3)c1 (stereo partly drawn),.,.,2.4%,i,10%,.,0.5%,1.4%,.,0%,
Cc1nn(Cc2ccc(C(=O)Nc3ccc(C(=O)OC(C)C)cc3)o2)c(C)c1Cl,4,-6,19%,i,6%,-4.8%,-0.1%,3.9%,0.2%,-1%,
Cc1cc(NC(=O)c2ccc(Br)c(S(=O)(=O)N3CCCC3)c2)no1,-12,-2,8.3%,i,5%,-10%,-1.3%,0.9%,-1.2%,-5%,
O=C(/C=C/c1ccc(-c2ccccc2)cc1)NCc1cccnc1,.,.,14%,.,2%,.,-1.5%,0.2%,.,-1%,NS5 inhibitors pilot replicate=4.2
COCCCNC(=O)CCCn1c(=O)c2ccccc2n(Cc2cccc([N+](=O)[O-])c2)c1=O,-14,5,0.6%,i,16%,-7.3%,1.1%,0.2%,0.6%,-7%,
Cn1cc(-c2nnc(-c3ccccc3)o2)c2ccccc21,11,-2,2.7%,i,8%,-4.0%,1.3%,1.0%,-4.4%,6%,
Cc1cc(C(=O)N/N=C/c2cn[nH]c2-c2ccccc2)cs1,0,-17,0.1%,i,9%,-1.3%,-0.3%,-0.2%,-0.9%,-7%,
O=C1C2CC(O)CN2C(=O)N1c1ccccc1 (stereo not drawn),-2,2,-0.7%,i,4%,2.9%,-0.1%,1.4%,-0.8%,-1%,
Clc1ccc2nc(CSc3nc4ccccc4o3)cn2c1,2,0,0.1%,i,-3%,0.7%,-1.4%,0.5%,-3.8%,-3%,
CCN(CCn1cccn1)C(=O)CCc1nnc(C2(c3ccc(Cl)cc3)CCC2)o1,4,16,-1.5%,i,20%,-4.5%,-0.6%,-0.4%,0.0%,3%,
CCOC(=O)Cn1nc(-c2ccc(C)cc2)ccc1=O,-13,-7,0.1%,i,7%,-5.6%,-0.4%,2.8%,-2.6%,6%,
Cc1ccc2occ(/C=N/NC(=O)c3ccccc3Br)c(=O)c2c1,.,.,8.9%,.,50%,.,-0.6%,0.3%[50 µM],.,2%,
N/C(=N\OC(=O)c1cc([N+](=O)[O-])ccc1Cl)c1ccccn1,.,.,2.7%,i,2%,.,0.0%,0.4%,.,7%,
Cc1cccc2c1N1C(=O)c3c(C(=O)O)cccc3C1CC2C (stereo not drawn),-24,-5,1.0%,i,5%,-11%,0.0%,-1.0%,-0.1%,1%,
COC(=O)c1ccc(COc2ccccc2OC)o1,.,.,-0.1%,.,25%,.,0.7%,-0.1%,.,-2%,
COC(=O)CN(c1ccccc1[N+](=O)[O-])S(=O)(=O)c1ccccc1,-13,-12,-0.4%,i,-3%,-3.5%,-0.2%,1.9%,1.0%,-1%,
COc1ccc(-c2c(C(C)=O)c(C)nc3sc4c(=N)n(N)cnc4c23)cc1,-5,-11,8.4%,i,7%,-4.8%,0.5%,1.2%[50 µM],-7.5%,1%,
CCn1c(C)nnc1SCC(=O)Nc1ccccc1Cl,.,.,0.5%,.,26%,.,-0.4%,-1.2%,.,8%,
COc1ccc(OC)c(S(=O)(=O)N2CCN(C(=O)c3ccco3)CC2)c1,.,.,0.0%,.,5%,.,-0.5%,0.3%,.,-3%,
CCc1nnc(NC(=O)CCC(=O)NCc2ccc(C)cc2)s1,.,.,0.2%,.,-3%,.,0.1%,0.2%,.,-2%,
CCCCCn1c(=O)c(F)cn(Cc2ccc(OC)c([N+](=O)[O-])c2)c1=O,7,-1,1.2%,i,5%,-3.3%,-0.4%,-0.1%,-1.4%,-5%,
NC(=O)c1cc2cc(Cl)ccc2oc1=Nc1cccc(C(F)(F)F)c1,9,0,1.9%,.,9%,2.6%,.,0.3%,-2.6%,1%,
CCOC(=O)c1cc(C#N)c(SCC(=O)c2cc(C#N)c(SC)nc2C)nc1C,.,.,1.9%,.,.,-19%,.,0.4%,-0.3%,-3%,
Cc1nc(NC(=O)C2CC3CCCC(C2)C3=O)sc1C (stereo not drawn),0,8,1.0%,i,1%,-1.8%,-0.1%,1.0%[50 µM],.,-11%,
COc1ccc(C2/C(=C(/O)c3ccccc3)C(=O)C(=O)N2c2ncccn2)cc1OC (stereo not drawn),-2,-13,1.2%,i,3%,-0.6%,0.5%,3.0%[50 µM],-1.3%,2%,
CCOc1ccc(Cl)cc1S(=O)(=O)NCc1ccccn1,10,-5,-1.0%,i,14%,-5.3%,0.9%,-1.7%,0.3%,0%,
COc1ccc(-c2ccc(OC)c([C@H]3[C@H]4C=CC[C@@H](C)[C@@H]4C(=O)N3Cc3ccccc3)c2)cc1OC,.,.,-1.6%,i,2%,.,2.9%,0.0%,.,-3%,
O=C(NCCN1CCOCC1)c1ccc(CS(=O)(=O)Cc2ccccc2F)o1,-15,5,-0.4%,i,23%,-7.4%,-0.2%,0.2%,-4.3%,1%,

# Following part
SMILES,WT yeast gro inh,WT yeast gro inh mutant strain,RSV CPE inhibition,Yfh1-depleted yeast,Large T inhibition,XIAP displacement,West Nile antiviral,UTI89 phage lysis,CSM14.1 death rescue,NS5 inhibitors,others
Cc1ccc(C(=O)COC(=O)CCCC(=O)Nc2cc(C(F)(F)F)ccc2Cl)cc1C,11,1,1.1%,i,22%,-5.8%,-0.2%,2.1%,-1.2%,-1%,
O=C(Cc1cccs1)N1CCN=C1SCc1ccc(Br)cc1,20,32,2.2%,i,7%,-3.1%,-0.6%,0.2%,.,-9%,
Cc1sc(N)c(C(=O)c2ccccc2Cl)c1C,7,-8,8.2%,i,8%,-16%,-0.9%,-0.2%,1.4%,4%,
CSc1cccc(NC(=O)c2cc(S(=O)(=O)N3CCCC3)cn2C)c1,.,.,2.6%,.,5%,.,-0.1%,7.7%,.,-1%,
O=C(C1CCN(S(=O)(=O)c2ccccc2)CC1)N1CCOCC1,-4,11,0.8%,i,13%,-7.7%,-0.4%,9.9%,-0.7%,11%,
Clc1ccc(C2NCCc3sccc32)cc1 (stereo not drawn),-13,-9,0.6%,i,10%,-6.8%,-0.2%,0.2%,-2.3%,-2%,
